# Screening data as filed in PubChem BioAssay.
# HCMV antiviral – inhibitors of human cytomegalovirus; HFF cells, HCMV-luciferase reporter, 72 h; hits give low values; activity change, negative = inhibition, % at 57.5 µM; actives 4.5% (n = 410,000); in the data active = activity change below about -60%; inconclusive = no clear call, values can overlap the other calls; inactive = above about -39%
#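 Steps: HFFs plated, 16 h 37C; compounds added; HCMV-luciferase added to MOI 1 PFU/cell; 72 h 37C; OneGlo reagent, 5 min room temperature; luminescence read, normalized to controls.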
# Sm TGR block – inhibitors of Schistosoma mansoni thioredoxin glutathione reductase; AID 485364; purified TGR, DTNB reduction, TNB absorbance 405 nm; Potency, µM (series often up to 114 µM), without a hit: top-dose activity change, negative = inhibition, hits mostly inhibitors; actives 3% (n = 360,000); also: potency is read from the fitted curve at half-maximal effect; nearly all actives have a fitted effect of over 60% in size
#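 Kinetic colorimetric format: TGR-catalysed, NADPH-driven DTNB reduction monitored via TNB absorbance. Enzyme dispensed at 20 nM; compound exposure 15 min at room temperature before reaction start.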
# AmpC detergent – inhibitors of E. coli AmpC beta-lactamase with detergent | P00811 | AmpC hydrolysis of nitrocefin, absorbance 480 nm, 0.01% Triton | Potency, µM (top dose mostly 114 µM), for inactives: at the highest dose activity change, negative = inhibition, usual class: inhibitors | actives 0.041% (n = 370,000) | AID 485294;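 also: potency is read from the fitted curve at half-maximal effect; 0% = no-compound wells and -100% = no-enzyme wells; nearly all actives have a fitted effect of over 25% in size; some results filed as inactive show a strong effect at the top dose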
# Target sequence (P00811 whole entry, looked up): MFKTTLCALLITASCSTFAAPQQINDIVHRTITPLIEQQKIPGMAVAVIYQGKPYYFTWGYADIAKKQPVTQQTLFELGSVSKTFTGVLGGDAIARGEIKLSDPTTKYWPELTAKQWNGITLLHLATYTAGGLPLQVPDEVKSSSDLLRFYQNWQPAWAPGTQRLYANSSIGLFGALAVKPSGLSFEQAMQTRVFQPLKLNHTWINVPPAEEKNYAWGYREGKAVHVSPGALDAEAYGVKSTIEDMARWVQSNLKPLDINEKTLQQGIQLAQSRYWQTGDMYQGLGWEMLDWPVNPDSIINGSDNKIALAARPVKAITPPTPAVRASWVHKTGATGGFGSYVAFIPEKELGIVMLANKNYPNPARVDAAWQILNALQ
#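 20 mM phosphate pH 7.0 + 0.01% (detergent screen) or 0.0001% Triton X-100; 5.3 nM AmpC reagent; cpd preinc 15 min RT; nitrocefin (800 uM stock) to start; A480 q20 s × 4 min; Activity was normalised to no-enzyme and no-compound control wells.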
# FBPA Giardia inh – inhibitors of Giardia lamblia fructose-1,6-bisphosphate aldolase. A8B2U2. purified Giardia FBPA. Potency, µM (highest dose often 59.6 µM), inactives show at the highest dose activity, negative = inhibition, actives largely listed as inhibitors. actives 0.71% (n = 290,000). AID 2451; also: potency is read from the fitted curve at half-maximal effect; nearly all actives have a fitted effect of over 55% in size
# Target sequence (A8B2U2 whole entry, looked up): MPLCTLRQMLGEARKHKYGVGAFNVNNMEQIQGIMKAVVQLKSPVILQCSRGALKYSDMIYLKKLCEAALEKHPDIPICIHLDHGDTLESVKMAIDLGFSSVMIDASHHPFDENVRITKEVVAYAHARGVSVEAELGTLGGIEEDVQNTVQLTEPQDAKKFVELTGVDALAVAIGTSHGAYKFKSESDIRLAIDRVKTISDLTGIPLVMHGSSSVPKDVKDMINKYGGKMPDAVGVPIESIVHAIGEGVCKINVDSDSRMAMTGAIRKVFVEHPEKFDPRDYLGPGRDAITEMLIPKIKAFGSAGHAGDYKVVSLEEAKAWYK
#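 Giardia FBPA (40 nM reagent) was preincubated 10 min at RT with compound (up to 57.5 uM final), then substrate plus GAPDH/TPI/NAD/arsenate coupling system with diaphorase/resazurin was added; resorufin fluorescence (525/598 nm) was read after 20 min.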
# AMA1-RON2 inh – disrupts binding of P. falciparum AMA1 to RON2; AlphaScreen AMA1-biotinylated RON2 peptide binding; AID 720542; actives 0.2% (n = 360,000); Potency, µM (series often up to 58.2 µM), inactives show at the top dose activity change, negative = inhibition, actives largely listed as inhibitors;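 also: potency is read from the fitted curve at half-maximal effect; 0% = vehicle wells and -100% = peptide control; nearly all actives have a fitted effect of over 45% in size; some results filed as inactive show a strong effect at the top dose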
#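 AMA1 (3D7) with his tag at 25 nM final met compounds first, then biotinylated RON2 peptide at 25 nM; detection used donor plus acceptor beads, 10 µg/mL apiece, read by AlphaScreen after 30 min at room temperature.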
# HCV inhibitor – blocks hepatitis C virus. Huh7.5.1 HCVcc-Cre infection, luciferase reporter, 44 h. Potency, µM (titrated, usually from 41.8 µM), for the others: top-dose activity change, negative = inhibition, actives largely listed as inhibitors. actives 3.4% (n = 340,000); also: potency is read from the fitted curve at half-maximal effect
#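 Reporter virus HCVcc-Cre (~0.5 moi) infects cells exposed to compound; seeding density 1,000 cells/well with 4 h settling beforehand. Luminescence, 15 sec read, taken 44 h post-infection following a 15 min RT substrate incubation.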
# Active calls of the source: *; ? = inconclusive; / = not tested or not shown; & = joins results of further samples; [ ] = another dose, or the depositor's remark. Unless noted, calls follow the shape of the dose curve; as a rule, active = well fitted curve in the direction sought with a large enough effect; inconclusive = small, poorly fitted or top-dose-only effect, or another doubt; inactive = no such curve, though single readings can be large; an effect the other way counts as inactive or inconclusive. Unless noted, % is scaled to controls: 0 for no effect and ±100 for the full control effect. No enrichment for hits; any-hit rate near 9.3%.
SMILES,HCMV antiviral,Sm TGR block,AmpC detergent,FBPA Giardia inh,AMA1-RON2 inh,HCV inhibitor
CC1CN(S(=O)(=O)c2cccc(C(=O)N(CCc3ccccc3)Cc3ccccc3)c2)CC(C)O1 (centres undefined),/,5%,5%,/,15%,?
O=C1C=CC(=O)C=C1,-23,/,/,-6%,-4%,-15%
COc1ccc(S(=O)(=O)n2cnc3cc(C)c(C)cc32)cc1,83,-16%[11.4 µM],-11%,-1%,9%,-3%
O=c1cc(-c2ccsc2)oc2ccccc12,37,/,/,/,-1%,?
CC(=O)Nc1ccc(N=Cc2c(O)c3ccccc3oc2=O)cc1,16,-25%,4%,-4%,4%,15%
O=C(CN1CCN(S(=O)(=O)c2ccc3ccccc3c2)CC1)N1CCc2ccccc2C1,?,-1%,?,28%,-2%,?
CSCCC(NC(=O)c1ccccc1)C(=O)O (centres undefined),-32,1%,-13%,4%,12%,13%
COc1ccc(S(=O)(=O)N(CC(=O)N2CCOCC2)c2ccc(F)cc2)cc1OC,-26,-7%,-2%,9%,1%,15%
CCCN(CC(=O)Nc1ccc(C(N)=O)cc1)CC(=O)Nc1cc(Cl)ccc1Cl,-31,/,2%,2%,42%[activator],-2%
O=C1Cc2cccc3cccc1c23,41,4%,3%,-13%,-7%,-6%
COc1ccc(C2C(O)C(c3c[nH]c4ccccc34)=NN2C(=O)CCl)cc1 (centres undefined),-104*,8.9µM*,-1%,-11%,-8%,0.56µM*
CCN(CC)C(=O)c1ccc(NC(=O)COc2ccc(-c3nn(C)c(=O)c4ccccc34)cc2)cc1,5&-14,-6%&-1%,-3%&22%,8%,-10%,?
CSc1nnc(-c2cc3c(s2)-c2ccccc2CC3)o1,176,-5%,2%,-7%,201%[activator],2.5µM*
O=C(NCCCc1ccccc1)c1ccncc1,-29,24%,-13%,6%,3%,0%
Cc1ccc(NC(=O)CNCc2cccs2)c(Br)c1,25,-14%,?,?,28%,-17%
Cc1cc(OCC(=O)NCc2ccncc2)ccc1Cl,-8,7%,2%,1%,-4%,-7%
O=C(c1ccc(C(F)(F)F)cc1)C1CCCN(C(=O)CCc2cnccn2)C1 (centres undefined),33,1%,5%,1%,17%,6%
O=C(CNc1ccc2ccccc2c1)N/N=C/c1ccc([N+](=O)[O-])o1,2,-35%,?,-7%,-9%,?
C=CCOc1cccc(C2C(C(=O)c3ccc(C)o3)=C(O)C(=O)N2CCCn2ccnc2)c1 (centres undefined),28,/,/,/,32%[activator],12%
O=C(NCC1CCCO1)C1c2ccccc2C(=O)N1C1CCCCCC1 (centres undefined),17,7%,0%,4%,-8%,12%
CCN1C(=O)[C@H]2[C@@H](c3ccc(OC)cc3)N3C(=O)CN(CCOC)C(=O)[C@@]3(C)[C@H]2C1=O,-8,-12%,-6%,-6%,-3%,17%
CC(C)N(C(=O)CC1ON(C)C(=O)N1c1ccc(Cl)cc1)C(C)C (centres undefined),5,3%,-14%,2%,-23%,20%
CCc1cc2c(SCC(=O)NC3CCS(=O)(=O)C3)ncnc2s1 (centres undefined),-24,0%,-7%,2%,38%[activator],-11%
CCOC(=O)N1CCC(NC(=O)c2cc(C)c3c(C)nn(-c4ccccc4)c3n2)CC1,-1,3%,?,6%,2%,?
CC1CCN(C(=O)CCNS(=O)(=O)c2ccc(Br)cc2)CC1,-37,4%,10%,/,-3%,15%
Cc1ccccc1CN1CCN(CC(=O)NCc2ccccc2Cl)C1=O,-19,5%,-2%,/,/,/
CCCCN1C(=O)NC2NC(=O)NC21 (centres undefined),27,2%,-2%,5%,3.5µM*,23%
Cc1ccccc1C(=O)N1CCc2cc(-c3csc(NC(=O)CN4CCCC4)n3)ccc21,-79*,-8%,-4%,/,28%,?
COc1ccc(C(=O)NCc2nnc(SCC(=O)NCCc3ccccc3)o2)cc1,4,1%,0%,/,-2%,7%
CC(C)NC(=O)C(c1ccc(F)cc1)N(C(=O)CCC(=O)Nc1ccccn1)C1CCCCC1 (centres undefined),-34,-6%,-11%,5%,-6%,13%
CCc1ncc(CN2CCCC(C(=O)Nc3cccc(-c4ccc(F)cc4)c3)C2)cn1 (centres undefined),-2,3%,2%,/,-5%,-24%
CCCc1nnc(NC(=O)CS(=O)(=O)c2ccc(C)cc2)s1,16,-14%,-1%,-18%,-4%,5%
c1ccc(CCc2ccc3n2Cc2cnnn2-c2ccccc2-3)cc1,8,/,/,/,-7%,8%[8.37 µM]
CCOC(=O)c1c(NC(=O)CSc2ncccn2)sc(C(=O)NC)c1C,-8,-19%,-10%,/,24%,?
COc1ccccc1CNC(=O)CN1C(=O)C(C)N(c2ccc(C)cc2)C1=O (centres undefined),23,10%,?,-3%,-1%,?
CCOc1cc(C(=O)NC(C)c2ccncc2)cc(OCC)c1OCC (centres undefined),2,2%,-13%,13%,3%,-15%
COc1ccc(N2CCN(S(=O)(=O)c3c(C)nc4scc(C)n4c3=O)CC2)cc1,-30&-17,-10%&-3%,3%&-1%,/,-2%,6%
CC1CCCC(C)N1S(=O)(=O)c1ccc(S(=O)(=O)N2CCOCC2)cc1 (centres undefined),-20,0%,-2%,8%,-7%,13%
Cc1ccc(N2C(=O)CC(n3ccnc3)C2=O)cc1C (centres undefined),11,-16%,-9%,5%,12%,12%
Cc1snc2sc(C(=O)c3ccc(Br)cc3)c(N)c12,32,-10%,-5%,-1%,-2%,2%

# Structural class, those above with a Cl atom.
SMILES,HCMV antiviral,Sm TGR block,AmpC detergent,FBPA Giardia inh,AMA1-RON2 inh,HCV inhibitor
CCCN(CC(=O)Nc1ccc(C(N)=O)cc1)CC(=O)Nc1cc(Cl)ccc1Cl,-31,/,2%,2%,42%[activator],-2%
COc1ccc(C2C(O)C(c3c[nH]c4ccccc34)=NN2C(=O)CCl)cc1 (centres undefined),-104*,8.9µM*,-1%,-11%,-8%,0.56µM*
Cc1cc(OCC(=O)NCc2ccncc2)ccc1Cl,-8,7%,2%,1%,-4%,-7%
CC(C)N(C(=O)CC1ON(C)C(=O)N1c1ccc(Cl)cc1)C(C)C (centres undefined),5,3%,-14%,2%,-23%,20%
Cc1ccccc1CN1CCN(CC(=O)NCc2ccccc2Cl)C1=O,-19,5%,-2%,/,/,/

# Sorted by length of the SMILES (low to high): part of the list above
SMILES,HCMV antiviral,Sm TGR block,AmpC detergent,FBPA Giardia inh,AMA1-RON2 inh,HCV inhibitor
CCOc1cc(C(=O)NC(C)c2ccncc2)cc(OCC)c1OCC (centres undefined),2,2%,-13%,13%,3%,-15%
CCOC(=O)c1c(NC(=O)CSc2ncccn2)sc(C(=O)NC)c1C,-8,-19%,-10%,/,24%,?
CC1CCCC(C)N1S(=O)(=O)c1ccc(S(=O)(=O)N2CCOCC2)cc1 (centres undefined),-20,0%,-2%,8%,-7%,13%

# The list continues:
SMILES,HCMV antiviral,Sm TGR block,AmpC detergent,FBPA Giardia inh,AMA1-RON2 inh,HCV inhibitor
CCOc1ccccc1NC(=O)CSc1nc2c(oc3ccccc32)c(=O)n1-c1ccc(F)cc1,9,7%,16%,/,/,/
Cc1cc(CC(=O)O)c2oc(-c3ccoc3)cc(=O)c2c1,-2,/,/,/,2%,17%
COC(=O)CNC(=O)C1CCCN1C(=O)OC(C)(C)C (centres undefined),43,4%,1%,0%,-1%,20%
Cc1c(NC(=O)Nc2cccc([N+](=O)[O-])c2)c(=O)n(-c2ccccc2)n1C,27,-26%,-7%,/,-1%,10%
CCOC(=O)C1=c2s/c(=C\c3ccncc3)c(=O)n2C(N)=C(C(=O)OC)C1c1ccncc1 (centres undefined),?,-8%,9%,0%,0%,7%
CCC(=O)c1ccc(OCC(O)Cn2nnc3ccccc32)cc1 (centres undefined),57,-1%,1%,5%,-21%,16%
COc1ccc(C)cc1S(=O)(=O)N(CC(=O)Nc1ccc2c(c1)OCCO2)Cc1ccccc1,-27,-23%,4%,-1%,-9%,?
Cc1cc2oc(C(=O)Nc3c(C(=O)Nc4ccccc4)oc4ccccc34)cc(=O)c2cc1C,22,-3%,2%,/,/,/
Cc1ccc(-n2cc(CN3CCN(Cc4nccn4C)CC3)c(-c3cccc(C)c3)n2)cc1,-32,0%,2%,4%,-21%,?
CCCC(=O)NCCCc1nc2ccccc2n1CCC,3,17%,?,?,-10%,-18%
CCc1nc2ccccc2n1Cc1ccc(F)cc1,62,20%,5%,3%,-8%,-2%
O=C(NCCCN1CCC(Cc2ccccc2)CC1)C1CC(=O)N(C2CCCCCC2)C1 (centres undefined),-2,14%,-1%,6%,-7%,4µM*
CCc1nnc(NS(=O)(=O)c2ccc(NC(=S)NC(=O)/C=C/c3ccc(OC)cc3)cc2)s1,7,-31%,4%,-12%,0%,12%
Cc1ccc(-n2[nH]c(=O)c(-c3ccccn3)c2C)cc1,?,0%,0%,-25%,63%[activator],0%
CCOC(=O)C1CCC(CN(Cc2ccc(OC)cc2)S(=O)(=O)c2ccc(F)c(C(=O)Nc3c(C)cccc3C)c2)CC1 (centres undefined),-12,8%,6%,/,/,/
C[C@@H]1NC(=O)c2cc([N+](=O)[O-])cc(I)c2OCC[C@@H](C(=O)NC(CC(=O)O)C(N)=O)NC(=O)[C@H](CCC(=O)O)NC1=O (some centres undefined),/,-7%,?,-2%,-4%,0%[8.37 µM]
Cc1ccccc1C(=O)N1CCC(C(=O)Nc2nc3ccc(F)cc3s2)CC1,6,-5%,-18%,/,0%,?
COc1cccc(/C=N\n2c(C)nnc2C)c1OC,-7,0%,0%,3%,-8%,11%
COc1ccc(OCCOC(=O)c2cccs2)cc1,8,-2%,3%,-6%,10%,10%
O=C(Nc1cc2c(cc1C(=O)c1ccccc1Br)OCCO2)c1ccccc1,-23,-2%,2%,/,/,/
CC(C)(C)NC(=O)c1cccc2c1C(=O)c1ccccc1-2,-34,14%,0%,-3%,-7%,-6%
COc1ccc(C(CC(=O)O)NC(=O)Cc2ccccc2)cc1 (centres undefined),10,-8%,?,1%,15%,3%
COC(=O)c1c(NC(=O)CSc2ncn[nH]2)sc(C)c1C,/,-4%,-8%,/,7%,-28%
CCc1ccc(-n2c(O)c(C=NCCN(CC)CC)c(=O)[nH]c2=O)cc1,64,22µM*,-3%,0%,25%,0%
COc1ccc(-c2nc3c(=O)n(C)c(=O)[nH]c3n2CCc2ccccc2)cc1,/,49%[activator],-12%,-10%,-11%,-8%
Cc1ccccc1NC(=S)NCc1ccco1,7,?,-11%,0%,0%,?
COc1cccc(NC(=O)c2nn(-c3ccc(C)cc3)c(=O)n(C)c2=O)c1,0,2%,19%,/,/,/
Cc1ccc(NC(=O)N2CCN(C(=O)c3ccco3)CC2)cc1Cl,52,4%,-2%,-9%,20%,19%
COc1cccc(CN(C)CC(=O)Nc2ccccc2C(=O)Nc2ccccc2)c1,-12,7%,-1%,-4%,10%,-12%
COc1ccc(-c2c3c(=O)n(C)c(=O)n(C)c3cn2-c2cccc(OC)c2)cc1,100,-18%,-1%,-17%,14%,?
CCC1(c2ccccc2)NC(=O)N(CC(=O)Nc2cc(S(=O)(=O)N3CCOCC3)ccc2OC(C)C)C1=O (centres undefined),19,1%,-10%,/,0%,?
O=C(Nc1ccc([N+](=O)[O-])cc1Br)c1cccnc1,-35,-3%,0%,-2%,6%[11.6 µM],11%
COc1ccc(CCNC(=O)c2sc3cc(C)ccc3c2Cl)cc1,-22,-11%,1%,0%,40%[activator],-6%
